p53 reactivator = restores transcriptional activity of mutant p53. H1299 p53-A138V BP100-luciferase reporter, luminescence, 24 h. Potency, µM (doses to about 92.2 µM), without a hit: at the highest dose activity change, positive = activation, actives largely listed as activators. hit rate 0.063% among 320,000; further: % of control where 0% means no effect; nearly all actives have a fitted effect of over 45% in size
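H1299 (p53-null), stable ts p53-A138V + BP100-Luc; 1000 cells/well, Opti-MEM/10% FBS; cpd 4 pt, 1:5; 24 h, 37 deg C, 5% CO2; detection reagent 10 min RT; luminescence.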
BRCA1 expr act = increases BRCA1 expression | MCF7-BRCA1-FFLuc reporter, luminescence, 48 h; response scale: scaled: vehicle 0%, 10 µM genistein 100% | hit rate 1.1% among 380,000 | Potency, µM (highest dose often 46.1 µM), for inactives: top-dose activation, actives largely listed as activators; further: nearly all actives have a fitted effect of over 80% in size; some results filed as inactive show a strong effect at the top dose
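Activators of BRCA1 expression were detected as increased firefly luciferase luminescence in engineered MCF7 cells after 48 h compound incubation. Signals were scaled to genistein 10 microM as full activation.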
Rab9 promoter act = activators of Rab9 promoter | Huh7 Rab9 promoter-luciferase reporter, luminescence, 24 h | Potency, µM (top dose mostly 9.22 µM), inactives show at the highest dose activation, negative = inhibition, hits mostly activators | hit rate 2.8% among 320,000; further: % of control where 0% means no effect; nearly all actives have a fitted effect of over 60% in size
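Measured in stably transfected Huh7 cells bearing a Rab9 promoter–luciferase construct: 24 h compound treatment at 37 °C, followed by luminescence detection.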
FLuc modulator = inhibits or activates purified firefly luciferase, miR-21 counter-screen | P08659 | purified FLuc, Km substrates, luminescence inhibition | Potency, µM (doses to about 57.5 µM), inactives show at the top dose activity change, negative = inhibition, most hits filed as inhibitors | hit rate 6.9% among 360,000 | AID 588342;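 further: plate controls were vehicle for no effect and reference inhibitor for full effect; nearly all actives have a fitted effect of over 55% in size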
Target sequence (P08659 whole entry, looked up): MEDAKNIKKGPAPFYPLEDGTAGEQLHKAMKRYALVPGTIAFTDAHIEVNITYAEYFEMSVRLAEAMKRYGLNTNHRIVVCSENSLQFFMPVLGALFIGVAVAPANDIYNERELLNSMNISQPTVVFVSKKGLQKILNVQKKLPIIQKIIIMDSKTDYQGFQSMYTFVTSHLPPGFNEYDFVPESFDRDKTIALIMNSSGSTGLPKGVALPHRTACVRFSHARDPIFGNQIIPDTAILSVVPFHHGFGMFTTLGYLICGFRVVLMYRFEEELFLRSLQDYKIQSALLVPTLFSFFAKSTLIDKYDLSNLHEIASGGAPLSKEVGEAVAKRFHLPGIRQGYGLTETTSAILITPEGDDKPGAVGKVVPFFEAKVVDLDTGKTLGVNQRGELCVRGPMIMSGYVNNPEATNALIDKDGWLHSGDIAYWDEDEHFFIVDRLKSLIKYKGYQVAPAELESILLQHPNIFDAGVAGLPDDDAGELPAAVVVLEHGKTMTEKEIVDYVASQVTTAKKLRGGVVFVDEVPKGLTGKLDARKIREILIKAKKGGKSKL
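Purified P. pyralis luciferase (10nM final) with 10uM D-luciferin and 10uM ATP (Km levels) in 50mM Tris acetate pH 7.5, 10mM Mg acetate, 0.01% Tween-20, 0.05% BSA; qHTS 6-point titration, ~60 µM downward; luminescence read.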
uPA generation = cell surface uPA generation inhibition; AID 540303; hit rate 0.31% among 330,000; cell surface uPA generation assay, qHTS; Potency, µM (series often up to 38.3 µM), inactives show at the top dose activity change, negative = inhibition, usual class: inhibitors; active means well fitted inhibition curve with a large enough effect; inconclusive means small, poorly fitted or top-dose-only effect; inactive means no such curve, though single readings can be large or run the other way; tested in mouse RAW 264.7 cells; further: on the % scale 0 is the no-effect control and ±100 the full control effect; nearly all actives have a fitted effect of over 55% in size
ELG1 genotox = genotoxicity induction in ELG1-luciferase HEK293T cells; hit rate 1.3% among 330,000; Potency, µM (highest dose often 46 µM), for inactives: at the top dose activity change, positive = activation, most hits filed as activators; HEK293T ELG1-luciferase reporter, luminescence, 16 h; further: % of control where 0% means no effect; nearly all actives have a fitted effect of over 60% in size
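Genotoxic stress is detected as increased luminescence from luciferase-tagged ELG1 in HEK293T cells, measured with ONE-Glo after a 16 hr treatment at 37 °C.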
RORgamma inh = inhibitors of mouse ROR gamma transcriptional activity; Drosophila S2 Gal4-RORgamma UAS-luciferase reporter, 20 h; Potency, µM (doses to about 53.6 µM), inactives show at the highest dose activity change, negative = inhibition, most hits filed as inhibitors; P51450; hit rate 5.4% among 310,000; further: on the % scale 0 is the no-effect control and ±100 the full control effect; nearly all actives have a fitted effect of over 60% in size
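Drosophila S2 cells stably expressing Gal4-DBD/mouse RORγ fusion under metallothionein promoter plus UAS-luciferase; compound 1 h, then 700 uM CuSO4 induction for 20 h at ambient temperature; inhibition read as reduced luminescence.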
MBNL1 CUG block = blocks human MBNL1 binding to CUG repeat RNA. Q9NR56. TR-FRET MBNL1-His/biotin-(CUG)12 binding, 665/545 ratio. Potency, µM (top dose mostly 57.5 µM), for the others: at the top dose activity change, negative = inhibition, hits mostly inhibitors. hit rate 0.036% among 280,000. AID 2675; active means well fitted inhibition curve with a large enough effect in the signal ratio, with a control signal flat, not every such curve was filed as active; inconclusive means small, poorly fitted or top-dose-only effect, or effect the other way, or a change in a side signal; inactive means no such curve, though single readings can be large or run the other way; the % refers to the signal ratio; further: on the % scale 0 is the no-effect control and ±100 the full control effect
Target sequence (Q9NR56 whole entry, looked up): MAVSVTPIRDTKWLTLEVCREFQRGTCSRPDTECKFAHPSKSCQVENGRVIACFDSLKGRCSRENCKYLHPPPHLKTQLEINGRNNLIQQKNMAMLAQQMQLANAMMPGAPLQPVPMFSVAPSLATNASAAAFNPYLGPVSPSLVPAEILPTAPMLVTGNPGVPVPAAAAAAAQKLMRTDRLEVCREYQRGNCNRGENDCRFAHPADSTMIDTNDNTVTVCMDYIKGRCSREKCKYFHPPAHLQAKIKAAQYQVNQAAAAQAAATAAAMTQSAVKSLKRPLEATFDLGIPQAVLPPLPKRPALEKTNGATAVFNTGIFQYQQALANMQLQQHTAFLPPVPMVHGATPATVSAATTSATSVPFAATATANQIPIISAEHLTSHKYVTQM
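His-tagged MBNL1 binding to biotinylated (CUG)12 RNA was measured by TR-FRET using terbium anti-His antibody (0.055 ng/ul final) and streptavidin-XL665 (5 nM final). Compounds were titrated 92 nM to 58 uM; 60 min at room temperature.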
VP16 counter = inhibits Gal4-VP16 luciferase reporter, ROR gamma counter-screen; Drosophila S2 Gal4-VP16 UAS-luciferase, luminescence, 20 h; Potency, µM (top dose mostly 53.6 µM), for inactives: at the highest dose activity, negative = inhibition, actives largely listed as inhibitors; hit rate 3.5% among 310,000;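 further: Gal4-VP16 expression switched on by copper sulfate through the metallothionein promoter; on the % scale 0 is the no-effect control and ±100 the full control effect; nearly all actives have a fitted effect of over 50% in size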
NPC1 prom act = activators of NPC1 promoter | Huh7 NPC1 promoter luciferase reporter, 24 h | Potency, µM (top dose mostly 9.22 µM), for the others: at the top dose activation, most hits filed as activators | hit rate 2.4% among 320,000;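 further: % of control where 0% means no effect; nearly all actives have a fitted effect of over 60% in size; reporter is driven by a mutant NPC1 promoter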
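Stably transfected Huh7 (NPC1 promoter→luciferase), 1500 cells/well in Opti-MEM + 10% FBS, 2 h settle, then compound 24 h at 37 °C. Luminescence after 10 min with Amplite reagent.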
* hit, by the source's call; ? = inconclusive; . = no result given; [ ] = dose if it differs, or a comment. Unless noted, the call rests on the fitted dose curve; in most records, active means well fitted curve in the direction sought with a large enough effect; inconclusive means small, poorly fitted or top-dose-only effect, or another doubt; inactive means no such curve, though single readings can be large; an effect the other way counts as inactive or inconclusive. Potency means the concentration at half of the fitted maximal effect.

mol,RORgamma inh,ELG1 genotox,BRCA1 expr act,NPC1 prom act,p53 reactivator,VP16 counter,uPA generation,FLuc modulator,MBNL1 CUG block,Rab9 promoter act
CC(C(c1cccs1)c1c(N)n(C)c(=O)n(C)c1=O)[N+](=O)[O-] (stereo not given),-2%,-1%,-1%,-2%,2%,-19%,-28%,1%,7%,1%
CCNC(=O)/C=C/c1ccccc1[N+](=O)[O-],4%,-4%,-30%,-2%,0%,17%,0%,0%,?,-2%
CCN(CC)S(=O)(=O)c1ccc(N2CCCC2)c(NC(=O)C2CCCCC2)c1,5%,-2%,-4%,-1%,0%,3%,-9%,4%,-6%,-10%
COc1ccc(/C=C/C(=O)CC(O)(c2ccccc2)C(F)(F)F)cc1 (stereo not given),14µM*,15%,-23%,3%,-35%[inhibitor],?,-2%,0%,-7%,-4%
COc1ccc(O)c(C2NC(CC(C)C)(C(=O)O)C3C(=O)N(Cc4ccccc4)C(=O)C23)c1 (stereo not given),9%[0.365 µM],0%,8%,1%,21%,.,-2%,2%,-5%,-2%
Cc1ccccc1Oc1ncccc1C(=O)/C(C#N)=C/N(C)C,25%,-5%,17%,-5%,-3%,-8%,-1%,2%,-8%,0%
CCc1ccc(-c2nc(CS(=O)CC(=O)NCCCN3CCC(C)CC3)c(C)o2)cc1 (stereo not given),29%,-1%[9.26 µM],8%,-3%,15%,1%,?,-19%,1%,0%
O=C(CSc1nc(-c2ccco2)cc(C(F)(F)F)n1)NCCCn1ccnc1,-3%,?,1%,2%,3%,3%,4%,0%,18%,0%
CCCCOC(=O)c1nc[nH]c1C(=O)OCCCC,3%,-1%,12%,-2%,-3%,-8%,.,1%,-12%,-1%
COc1ccccc1N1CCN(C2CCN(S(=O)(=O)c3ccc4ccccc4c3)CC2)CC1,?,-9%,-60%,11%,3%,-6%,-9%,-1%,1%,-4%
O=C(O)C1CCCN(S(=O)(=O)c2ccc(Br)s2)C1 (stereo not given),16%,2%,4%,0%,7%,-5%,-1%,-14%,-4%,3%
COc1ccc(C(=O)COC(=O)c2ccc(NC(C)=O)cc2)cc1[N+](=O)[O-],21%,6%,-32%,-3%,-2%,-3%,0%,-1%,?,0%
O=C1C2CC=CCC2C(=O)N1CC1CCCO1 (stereo not given),4%,2%,29%,-5%,-4%,1%,-1%,-1%,0%,-1%
CC(=O)CCS(=O)(=O)c1ccc(C)c(C)c1,-7%,-5%,-43%,11%,-33%[inhibitor],-16%,-11%,-3%,-1%,-2%
CCN(CC)S(=O)(=O)c1ccc(N/N=C(\C)c2ccncc2)nc1,?,19%,-26%,0%,-3%,?,3%,3%,?,3%
Cc1nc2ccc(NS(=O)(=O)c3ccc(C)c(C)c3)cc2s1,?,-6%,-28%,-6%,0%,?,-2%,3%,-10%,-6%
CCc1ccc2nc(NC(=O)C3CCN(c4ncnc5sc(C)c(C)c45)CC3)sc2c1,.,14%,-17%,-3%,?,.,-6%,?,.,4%
O=C(COC(=O)c1ccc[nH]c1=O)NC1CCCCCC1,-24%,5%,14%,0%,3%,-28%,.,?,-1%,14%
CCOC(=O)C1C(=O)C=C(/C=C/c2ccc(N(C)C)cc2)CC1c1ccccc1 (stereo not given),?,3%,-2%,-1%,5%,8%,-2%,2%,2%,-4%
O=C1CCC(C(=O)NCCN2C(=O)S/C(=C\c3cccnc3)C2=O)=NN1,-32%,2%,-6%,0%,-5%,-13%,0%,1%,18%,-1%
Fc1ccc(F)c(NC(=S)NCCc2ccccc2)c1,4.5µM*,8%,11%,5%,2%,?,-1%,-19%,0%,14%
CCOC(=O)c1sc(-c2ccccc2)cc1NC(=O)Nc1ccccc1,17%,-2%,-80%[inhibitor],-7%,4%,?,10%,?,11%,-2%
CN1CCN(C(=O)CSc2nc3c(c(=O)n(C)c(=O)n3C)n2C)CC1,-1%,0%,0%,2%,-3%,5%,-5%,4%,1%,0%
Cc1ccc(-c2nnc(C)c(N3CCCC3)n2)cc1,-25%,0%,-8%,2%,0%,1%,-3%,-6%,.,-1%
Cn1cc(C=O)c2ccccc21,-19%,0%,-9%,-2%,1%,-2%,5%,4%,-5%,-9%

In the list so far, two contain an aryl thioether with sulfur outside any ring:
mol,RORgamma inh,ELG1 genotox,BRCA1 expr act,NPC1 prom act,p53 reactivator,VP16 counter,uPA generation,FLuc modulator,MBNL1 CUG block,Rab9 promoter act
O=C(CSc1nc(-c2ccco2)cc(C(F)(F)F)n1)NCCCn1ccnc1,-3%,?,1%,2%,3%,3%,4%,0%,18%,0%
CN1CCN(C(=O)CSc2nc3c(c(=O)n(C)c(=O)n3C)n2C)CC1,-1%,0%,0%,2%,-3%,5%,-5%,4%,1%,0%

(more compounds)
mol,RORgamma inh,ELG1 genotox,BRCA1 expr act,NPC1 prom act,p53 reactivator,VP16 counter,uPA generation,FLuc modulator,MBNL1 CUG block,Rab9 promoter act
O=C(CCN1C(=O)c2ccccc2C1=O)C1=NN[C@@H]2C(=O)N(c3ccc(F)cc3)C(=O)[C@H]12,-2%,0%,-19%,0%,12%,-17%,-7%,0%,?,-1%
CN(Cc1ccccc1)C(=O)CN(C)S(=O)(=O)c1ccc(F)cc1,19%,4%,28%,5%,7%,27%,4%,3%,-7%,1%[1.84 µM]
O=C(c1ccncc1)N1CCN(C2CCC(c3ccccc3)CC2)CC1 (stereo not given),-24%,-6%,-10%,-4%,-7%,-6%,-3%,1%,-2%,-5%
CC1CCc2ccccc2N1C(N)=Nc1ccccc1 (stereo not given),11%,-12%,-24%,0%,2%,-4%,-15%,0%,-7%,4%
CCCNC(=O)C(Cc1cccc(Br)c1)NC(=O)c1ccc(C#N)cc1 (stereo not given),.,-2%,-3%,10%,3%,.,-2%,5%,.,-6%
O=c1[nH]c(CSc2nnc(-c3ccco3)n2-c2ccccc2)nc2sc3c(c12)CCC3,22%,5%,.,-2%,-1%,-9%,.,5%,3%,9%
O=c1oc2ccccc2c(O)c1/C=N/c1ncccn1,5%,5%,15%,2%,1%,-4%,2%,?,-2%,3%
CCc1ccc(NC2CC(=O)N(CCc3ccc(OC)c(OC)c3)C2=O)cc1 (stereo not given),?,-2%,-30%,-2%,-3%,4%,-1%,0%,-7%,-2%
Cn1c(=O)c2c(SC3CCCC3)nc(C3CC3)nc2n(C)c1=O,-8%,2%,-13%,0%,-5%,3%,0%,2%,-3%,1%
C/C(=N\NC(=S)NC1CCCCC1)c1cccs1,?,-7%,10%,20%,?,0.79µM*,-1%,?,-6%,27%
Cc1ccc(S(=O)(=O)Oc2ccc(/C=N/NC(=O)c3nn(C)cc3[N+](=O)[O-])cc2)cc1,29%,3%,58%,-2%,-1%,?,10%,-3%,?,-6%
CCOC(=O)c1c(C)[nH]c(C(=O)NCCN2CCOCC2)c1C,-8%,1%,4%,-3%,6%,-6%,0%,-2%,1%,-1%
NNC(=O)c1csc(-c2ncc(C(F)(F)F)cc2Cl)n1,?,3%,-16%,1%,2%,-2%,3%,?,.,-1%
CNC(=S)N(CCc1c(C)[nH]c2ccc(OC)cc12)Cc1cccnc1,33%,0%,-25%,-2%,3%,-2%,0%,-2%,-20%,-6%
Cc1ccc[n+](CC(=O)Nc2ccc(Cl)c([N+](=O)[O-])c2)c1,-1%,-3%,-32%,11%,-5%,-6%,2%,-5%,?,-3%
Cc1ccc(NC(=O)CSc2nc3ncc(Br)cc3[nH]2)cc1C,-25%,-7%,0%,3%,-10%,-10%,1%,2%,5%,-2%
Cn1c(=O)c2c(nc(CN3CCc4ccccc4C3)n2CCCO)n(C)c1=O,11%,-5%,-1%,-3%,-1%,-1%,-3%,-1%,3%,-3%
Cc1ccc(NC(=O)c2ccc([N+](=O)[O-])s2)cc1S(=O)(=O)N1CCOCC1,.,-5%,-45%,.,5%,.,-5%,.,.,.
CCCCCC(O)(c1ccccc1)C(CN1CCOCC1)c1ccccc1 (stereo not given),30%,-7%,-33%,-3%,0%,?,-21%,2%,-7%,-2%
CC(C)(C)OC(=O)[C@H](Cc1ccccc1)NC(=O)c1nc[nH]c1C(=O)N[C@@H](CCCCN)C(=O)OC(C)(C)C,.,-1%,-5%,.,-2%,.,4%,.,.,.
O=C(Nc1ccc(OC(F)F)c(Cl)c1)c1ccccn1,?,2.3µM*,?,1µM*,0%,22%,?,3.4µM*,2%,0.63µM*
O=S(=O)(c1ccc(F)cc1)N1CCC(n2cnc3ccccc32)CC1,?,-17%,11%,-1%,-4%,-7%,4%,-1%,2%,-1%
Nc1cccc(Cl)c1N1CCOCC1,-15%,4%,-36%,-2%,1%,-8%,0%,-3%,-2%,-1%

Screening results: PubChem BioAssay, National Center for Advancing Translational Sciences (NCATS)
